Screens from PubChem BioAssay.
PolyA inhibitor: polyadenylation inhibitors in yeast reporter cells, primary screen, luminescence, S. cerevisiae | S. cerevisiae SKY197-pL101 polyadenylation reporter, beta-gal luminescence; efflux-impaired pdr1/pdr3 knockout yeast; score 100 = 6 SD above DMSO | calls only at 12 µM | actives 0.02% (n = 300,000);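 active = lowest replicate activity score at least 50, where 100 means six control SD above control mean; inconclusive = lowest score under 50 but half or more replicates reach 50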;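 note: yeast exposed to compound for 9 h at 30 °C; higher score means more reporter readthrough which indicates perturbed polyadenylation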
Dyrk1A ADPGlo: rat Dyrk1A kinase inhibitors, primary screen, biochemical, single point, plate reader | Dual specificity tyrosine-phosphorylation-regulated kinase 1A (Rattus norvegicus), Q63470 | ADP-Glo luminescence, NFATc1 peptide | inhibition, % at 12.5 µM | actives 0.43% (n = 310,000) | AID 504441, 2011; in the data active = inhibition above about 50%;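 note: plate controls were vehicle with enzyme for no effect and no enzyme for full effect; many of its hits are not listed in these tables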
GSK3B inh: human GSK3beta kinase inhibitors, primary screen, biochemical, cell-free homogeneous, HTS | GST-GSK3beta kinase, ADP-Glo luminescence, 60 min; active compounds read low | activity score (negative = inhibition), % at 10 µM | actives 0.038% (n = 300,000);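 active = more than half of replicate wells score below -50%, meaning over 50% inhibition versus plate controls; inconclusive = some replicates but at most half score below -50%; inactive = no replicate scores below -50%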;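 note: 0% = median DMSO wells and -100% = median GW8510 positive control wells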
Target sequence (P49841 whole entry, looked up): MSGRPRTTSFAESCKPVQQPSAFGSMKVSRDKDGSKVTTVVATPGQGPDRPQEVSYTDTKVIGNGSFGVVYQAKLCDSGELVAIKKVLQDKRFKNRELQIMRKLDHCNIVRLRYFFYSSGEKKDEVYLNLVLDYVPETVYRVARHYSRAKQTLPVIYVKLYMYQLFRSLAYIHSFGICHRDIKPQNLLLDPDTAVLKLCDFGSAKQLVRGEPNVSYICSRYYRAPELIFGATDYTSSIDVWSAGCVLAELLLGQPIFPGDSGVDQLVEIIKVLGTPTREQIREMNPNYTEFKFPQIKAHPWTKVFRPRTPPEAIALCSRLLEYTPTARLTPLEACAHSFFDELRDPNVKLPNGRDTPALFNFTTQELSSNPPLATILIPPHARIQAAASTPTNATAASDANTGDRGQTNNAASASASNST
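Assay system: GST-tagged human GSK3beta kinase, cell-free; Input: 1.6 ng GSK3beta; Medium: Tris/MgCl2 kinase buffer; Timing: 60 min enzyme reaction, room temperature; Signal: ADP-Glo luminescence quantifying ADP generated by kinase; Evaluation: score relative to plate controls; Benchmarks: DMSO neutral wells and GW8510 at 20 µM as positive.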
Platelet DG rel: inhibitors of platelet dense granule secretion, primary screen, cell-based, MLPCN, human platelets | human platelet-rich plasma, SFLLRN dense granule ATP release, luminescence | inhibition, %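 (compounds screened at 7.5 µM in platelet-rich plasma)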 | actives 0.22% (n = 300,000) | AID 1663, 2009;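 active = mean replicate score, as percent of positive control, at or above 50; inconclusive = mean below 50 but at least one replicate at or above 50; inactive = mean and every replicate below 50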
HSP90 inh: HSP90 inhibitors, primary screen, cell lysate, luminescence | inhibition, % at 5.6 µM | Heat shock protein HSP 90 (rabbit reticulocyte lysate; luciferase refolding) | AID 1789, 2009 | Rabbit reticulocyte lysate, luciferase refolding luminescence, 3 h | actives 0.91% (n = 290,000);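 active = inhibition above the screen-wide mean plus 3 SD, computed separately per campaign, cut at about 16% in these data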;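 note: 0% = DMSO wells and 100% = 60 µM geldanamycin wells; inhibitors lower the luminescence because luciferase stays unfolded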
GSK3A inh: blockers of GSK3A enzyme activity – biochemical, luminescence, cell-free homogeneous, HTS, primary screen; GSK-3 alpha kinase, ADP-Glo luminescence, 60 min; inhibition, % at 10 µM; actives 0.1% (n = 320,000);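 in the data active = inhibition above about 50%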;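 note: GST-tagged GSK-3 alpha with peptide substrate and 25 µM ATP; 0% = DMSO neutral wells and 100% = GW8510 positive control wells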
Target sequence (P49840 whole entry, looked up): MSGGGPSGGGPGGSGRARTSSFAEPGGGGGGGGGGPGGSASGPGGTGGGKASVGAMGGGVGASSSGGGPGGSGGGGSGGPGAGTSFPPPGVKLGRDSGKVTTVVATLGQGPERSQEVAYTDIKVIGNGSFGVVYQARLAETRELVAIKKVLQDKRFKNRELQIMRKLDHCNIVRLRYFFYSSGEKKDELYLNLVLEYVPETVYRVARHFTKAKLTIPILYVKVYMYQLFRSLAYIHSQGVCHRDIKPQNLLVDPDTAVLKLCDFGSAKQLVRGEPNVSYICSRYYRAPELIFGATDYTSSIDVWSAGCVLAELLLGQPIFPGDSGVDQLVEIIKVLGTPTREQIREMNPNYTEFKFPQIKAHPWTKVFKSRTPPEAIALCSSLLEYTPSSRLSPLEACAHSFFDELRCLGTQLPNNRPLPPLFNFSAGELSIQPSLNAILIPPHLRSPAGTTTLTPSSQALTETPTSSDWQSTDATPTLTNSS
AI-2 QS mod: Vibrio harveyi AI-2 quorum sensing modulators, primary screen, JMH597 strain, luminescence/OD600 ratio. activity change, % at 7.5 µM. AID 2094, 2009. actives 0.4% (n = 300,000). Vibrio harveyi JMH597 AI-2 luminescence/OD600 ratio, 9 h; active compounds read low; strain lacks LuxN and CqsS sensors; 0 = neutral-control median; in the data active = activity change below about -75%, passing the limit was not always enough; inconclusive = no clear call, values can overlap the other calls;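 note: luminescence divided by OD600 gain over 9 h not by final OD600 alone; inactives centre near 13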
HSF1 inh: HSF1 inhibitors in luciferase reporter cells, primary screen, cell-based, NIH3T3, luminescence. NIH3T3-HGL HSE-luciferase, MG132-induced, luminescence 8 h; active compounds read low. activity change, negative = inhibition, % at 7.5 µM (by protocol). actives 0.77% (n = 300,000). AID 2098, 2009;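 active = more than half of replicate wells show activity change below -50%, luminescence cut by over half; inconclusive = some wells, but at most half, below -50%; inactive = no replicate well below -50%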;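 note: luciferase reports HSF-1 transcriptional activity via heat shock element; 0% = median of DMSO wells and -100% = zero luminescence signal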
HDAC3 inhib: HDAC3 deacetylase inhibitors, primary screen, biochemical, fluorescence, cell-free homogeneous. recombinant HDAC3, fluorogenic peptide/trypsin coupled. inhibition, % at 8.3 µM. actives 0.15% (n = 320,000); in the data active = inhibition above about 26%, passing the limit was not always enough; inconclusive = no clear call, values can overlap the other calls
HSF-1 act: HSF-1 activators, primary screen, NIH3T3-HGL cells, MG132 stress, luminescence, single point; NIH3T3-HGL HSF-1 luciferase reporter, 8 h; 100% = twice DMSO control signal; activation, % at 9 µM; actives 1.7% (n = 300,000); AID 504408, 2011;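 active = mean replicate activation of at least 50% with a set share of replicates each reaching 50%; inconclusive = only one of those two conditions met; inactive = mean below 50% and too few replicates reaching it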;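 note: 0% = median of the neutral control wells and 100% = twice that signal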
Numbers without * were called inactive; i = inactive; ? = inconclusive; · = not tested or not shown.

PolyA inhibitor	Dyrk1A ADPGlo	GSK3B inh	Platelet DG rel	HSP90 inh	GSK3A inh	AI-2 QS mod	HSF1 inh	HDAC3 inhib	HSF-1 act	molecule
i	-3	0	-2	4	-5	9	5	-1	-10	Cc1nc2cc(Cl)ccc2c(=O)n1Cc1ccncc1
i	1	0	15	0	2	10	-2	0	0	CS(=O)(=O)Nc1ccc(C(=O)Nc2ccccc2C(=O)NCc2ccco2)cc1
i	·	3	0	10	-1	17	14	-2	36	Cc1ccc(C(=O)Nc2ccc(CN3CCS(=O)(=O)CC3)cc2)cc1C
i	3	0	2	-1	6	7	1	-3	-3	O=C1C2ON(c3ccccc3)C(c3ccccc3F)C2C(=O)N1c1ccccc1 (centres undefined)
i	2	-2	7	-1	-3	11	-3	-3	9	Cc1ccc(CNC(=O)C(C)OC(=O)c2ccco2)cc1 (centres undefined)
i	0	5	1	0	-1	46	5	2	16	CC(=O)c1sc(-c2ccccc2Cl)nc1C
i	-1	3	3	6	0	11	20	8	80*	N#C/C(=C\c1ccco1)c1nc2ccccc2s1
i	7	-2	2	-2	1	-7	13	5	7	O=C(NCc1ccccn1)Nc1ccc(F)c(Cl)c1
i	36	-3	0	0	7	7	19	3	?	CCOC(=O)c1c(C)nc2c3ccccc3ccn12
i	8	2	-1	·	-3	14	5	14	16	O=[N+]([O-])c1cc(-c2csc(NC(CO)c3nc4ccccc4n3CCOCCO)n2)ccc1Cl (centres undefined)
i	·	-20	-2	·	-2	10	0	-3	-12	COc1ccc(CCNC(=O)C2CC2)cc1
i	-2	-2	8	0	0	21	-2	-2	-6	Cc1cc(=O)oc2cc(OCC(=O)NCCCN3CCCC3=O)ccc12
i	-5	3	7	6	-1	6	-3	5	3	CCOC(=O)C1C(=O)C=C(c2cccs2)CC1c1ccccc1 (centres undefined)
i	-7	-1	0	1	-1	-5	13	-3	14	CS(=O)(=O)N(CC(=O)N1CCCC1)c1ccccc1Br
i	2	·	-7	·	-1	·	5	3	-3	Cc1cc(NC(=O)C(C)SCC(=O)N(C)CC(=O)Nc2ccc(F)cc2)no1 (centres undefined)
i	-4	-26	12	-5	0	15	-4	4	7	NS(=O)(=O)c1ccc(CCNC(=O)C(=O)c2cn(CC(=O)N3CCCC3)c3ccccc23)cc1
i	4	0	-5	0	-4	23	16	-2	?	Cn1c(C(=O)OC(C(=O)NC(C)(C)C)c2cccnc2)cc2sccc21 (centres undefined)
i	1	2	1	-1	-1	-18	23	2	49	O=[N+]([O-])c1ccc(/C=N/N2CCCCC2)cc1
i	6	0	5	2	-1	21	2	-3	5	O=C1C(=O)N(Cc2ccco2)C(c2cccs2)/C1=C(\O)c1cccc([N+](=O)[O-])c1 (centres undefined)
i	·	0	-7	0	-3	11	137	-5	140*	Cc1ccc2cccc(NS(=O)(=O)c3ccccc3)c2n1
i	0	3	8	0	-7	11	-18	-1	-32	COc1ccc(-n2nc(C(=O)NCC(=O)Nc3ccccn3)c3ccccc3c2=O)cc1
i	-6	-1	8	2	-4	10	-2	0	-14	COc1ccccc1C(=O)COC(=O)COc1cccc2c1OC(C)(C)C2
i	-5	2	2	2	-1	26	?	-7	-60	CCCCOC(=O)CSCC(=O)Nc1cc(C)on1
i	1	-2	-15	-6	-2	5	2	0	14	Cc1nn(C)c(C)c1S(=O)(=O)N1CCCC(C(=O)NC2CCCCCC2)C1 (centres undefined)
i	·	2	0	-4	-3	9	-1	-8	3	COc1ccc(CS(=O)(=O)CC(C)(O)c2ccccc2)cc1 (centres undefined)

Next section
PolyA inhibitor	Dyrk1A ADPGlo	GSK3B inh	Platelet DG rel	HSP90 inh	GSK3A inh	AI-2 QS mod	HSF1 inh	HDAC3 inhib	HSF-1 act	molecule
i	-7	7	2	1	1	23	1	5	8	COc1ccc(NC(=O)C(OC)c2ccccc2)cc1Cl (centres undefined)
i	-4	2	-6	5	-5	9	7	5	18	Cc1ccc(S(=O)(=O)/C(C#N)=C/c2ccccc2OCc2ccccc2)cc1
i	17	-2	-1	4	-3	3	-2	-2	-6	COc1cccc(NC(=O)C2CC(=O)N=C(N)S2)c1 (centres undefined)
i	-2	-2	9	-2	-3	30	-6	-5	8	Cc1ccccc1N(C(=O)CNC(=O)c1ccco1)C(C(=O)NC1CCCCC1)c1ccncc1 (centres undefined)
i	0	0	1	5	1	0	0	-7	2	O=C(Cc1ccsc1)NCC(c1ccco1)N1CCCCC1 (centres undefined)
i	-1	1	20	1	-2	8	-20	2	-20	Cc1ccc(N2CC(C(=O)Nc3nccs3)CC2=O)cc1Cl (centres undefined)
i	-1	3	8	18*	0	9	2	-1	-10	Cc1[nH]c(-c2ccco2)nc1C(=O)O
i	-7	1	11	-5	-3	28	-7	1	-8	COc1ccc(/C=C2\SC(=O)N(CCCC(=O)Nc3ccc(C(=O)O)cc3)C2=O)cc1OC
i	-6	3	12	4	-1	7	4	4	18	CCCC1=C(C(=O)OCC)C(c2ccc(OC)c(C)c2OC)C(C#N)=C(N)O1 (centres undefined)
i	0	-4	-8	·	2	16	0	·	19	O=C(COc1coc(CN2CCCc3ccccc32)cc1=O)Nc1cccc([N+](=O)[O-])c1
i	-10	1	40	-2	-3	69	-7	17	-23	Cc1noc(NS(=O)(=O)c2ccc(NC(=O)/C=C/c3ccc(C(C)C)cc3)cc2)c1C
i	-3	-3	-8	1	1	-7	7	6	27	COc1ccccc1NC(=O)CSc1nccn1Cc1ccccc1
i	-2	1	-2	1	0	21	-5	-4	16	Cc1cccc(NC(=O)CNCC(=O)Nc2cccc(C)c2C)c1C
i	-8	1	4	-3	0	18	10	1	19	COC(=O)C(C)N(C(=O)c1cccc2ccccc12)c1c(C)cccc1C (centres undefined)
i	2	-4	2	-2	0	18	-3	-10	-1	Cc1ccc(OCCn2ccnc2)c([N+](=O)[O-])c1
i	7	-1	7	4	0	-20	1	-1	-4	O=C(N1CCc2[nH]c3ccccc3c2C1)C(F)(F)F
i	-5	3	2	4	-2	21	1	-2	-12	O=c1[nH]c(CSc2ncnc3sccc23)nc2cc(C(F)(F)F)ccc12
i	-21	1	1	-6	-4	21	-7	1	-3	O=C(CNC(=S)NC(=O)c1cccc([N+](=O)[O-])c1)c1ccccc1
i	1	4	6	-3	-3	?	-3	0	17	O=C(NNc1nc2ccccc2s1)c1ccccc1F
i	-2	3	1	-8	-1	8	-2	2	3	CC(C)c1ccc(NC(=O)[C@H]2CSCN2C(=O)[C@@H]2CCC(=O)N2)cc1
i	7	0	·	-2	0	22	-11	-3	-25	COc1ccc(-c2nnc3cccc(Cl)n23)c(OC)c1
i	18	2	-3	1	-1	14	17	-15	25	Cn1c(=O)c2c(nc(N/N=C/c3cccs3)n2C)n(C)c1=O
i	-4	-5	-1	-2	0	16	-3	-1	26	C(=N\c1nccs1)/Nc1nccs1
i	12	-1	-2	3	-1	24	-2	7	-8	O=S(=O)(NC1CCCC1)c1ccc(-n2cnnn2)cc1
i	-1	-1	-6	-2	0	8	10	0	9	Cn1c(COc2ccc3ccccc3c2)nnc1SCC(N)=O

The listing continues:
PolyA inhibitor	Dyrk1A ADPGlo	GSK3B inh	Platelet DG rel	HSP90 inh	GSK3A inh	AI-2 QS mod	HSF1 inh	HDAC3 inhib	HSF-1 act	molecule
i	4	-3	7	2	-1	17	9	-17	17	O=C(Nc1nnc(/C=C/c2ccccc2)s1)c1ccco1
i	-3	3	2	2	-2	15	1	-3	32	Cc1cccc(NC(=S)NNC(=S)NC2CCCCC2)c1C
i	-7	2	1	1	1	20	7	-1	21	CC(=O)Nc1ccc(Sc2ccccc2C(=O)O)c(C(=O)O)c1
i	-3	-1	2	-4	3	32	-2	2	-1	CCOC(=O)N1CCN(C(=O)c2noc3c2COc2ccccc2-3)CC1
i	·	-2	6	2	3	15	-1	-2	-7	COC(=O)c1sc2cc(C(F)(F)F)cnc2c1-c1ccccc1
i	0	-4	-1	-1	2	16	-3	-3	2	CC(=O)Nc1ccc(S(=O)(=O)N2CCC(c3nnc(-c4ccc(C)cc4)o3)CC2)cc1
i	13	0	1	6	-3	21	8	1	15	CCOC(=O)N1CCC(Nc2c(-c3ccccc3)c(=O)c2=O)CC1
i	-4	3	1	6	0	25	-5	2	14	COc1cccc(NC(=O)CCC(=O)Nc2cccc(OC)c2)c1
i	-2	1	-2	-1	0	19	-2	7	0	CCCN(c1ccc(C(=O)OC)cc1)S(=O)(=O)c1ccccc1
i	5	3	0	6	-1	12	·	-13	·	Clc1cccc(-c2nn3c(Cn4cnc5ccccc54)nnc3s2)c1
i	20	-1	4	·	0	19	-1	-31	-3	CC(=O)Nc1cc2ccc(OC(C)=O)cc2oc1=O
i	6	-1	-5	-2	-2	7	-10	1	-36	COC(=O)c1ccc(C)c(NS(=O)(=O)c2ccc(C)c([N+](=O)[O-])c2)c1
i	-1	1	-2	-3	0	18	-4	4	3	CCCn1c(C(C)NS(=O)(=O)c2ccccc2)n[nH]c1=S (centres undefined)
i	-1	1	1	1	-2	10	-3	-4	-4	CSCCC(NC(=O)c1ccco1)C(=O)Nc1ccncc1 (centres undefined)
i	-5	-2	1	-2	5	34	-10	-7	0	Cc1cc(C)nc(NC(=O)c2ccc(Cl)cc2)n1
i	-3	3	4	-5	-1	39	4	-4	14	Cc1ccc(OCC(O)Cn2c(N3CCCCC3)nc3c2c(=O)[nH]c(=O)n3C)cc1C (centres undefined)
i	-5	2	2	0	0	8	0	-1	-2	CCn1nnnc1NCc1ccc(SC)cc1
i	-3	1	12	-4	0	-1	-35	1	-51	COc1cccc(CN2CCNC(=O)C2CC(=O)NCc2cn3ccccc3n2)c1OC (centres undefined)
i	-1	-2	-8	2	1	-34	-9	3	-8	Cc1ccsc1/C=N\NC(=O)Cn1nnc2ccccc21

These rows are one share of the data, so the mix of outcomes need not match the whole.
